S1P4 antag = blocks the human S1P4 receptor | S1P4-expressing cells, antagonist mode, reporter read-out | inhibition, % at 4.98 µM | AID 1510 | hit rate 0.26% among 220,000 | O95977; in the data active means inhibition above about 29%;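 further: 0% = wells stimulated with agonist and 100% = vehicle wells without agonist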
Target sequence (O95977 whole entry, looked up): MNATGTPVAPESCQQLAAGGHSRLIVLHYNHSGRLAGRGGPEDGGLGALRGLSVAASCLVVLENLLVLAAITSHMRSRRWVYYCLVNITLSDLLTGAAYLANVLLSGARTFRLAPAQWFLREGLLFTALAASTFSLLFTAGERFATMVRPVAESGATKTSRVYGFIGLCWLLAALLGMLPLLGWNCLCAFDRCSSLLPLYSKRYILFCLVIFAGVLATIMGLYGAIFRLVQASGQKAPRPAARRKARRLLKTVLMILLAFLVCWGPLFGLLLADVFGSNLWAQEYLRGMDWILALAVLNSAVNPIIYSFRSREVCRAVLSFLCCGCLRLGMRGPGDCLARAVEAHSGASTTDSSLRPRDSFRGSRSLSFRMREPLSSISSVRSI
NPY2 pot ag = potentiates or activates human NPY-Y2 receptor. hit rate 0.45% among 220,000. cells expressing NPY-Y2, potentiator/agonist read-out. activation, % at 3.6 µM. AID 1359. P49146; in the data active means activation above about 27%;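 further: cells stimulated with NPY near EC25 plus isoproterenol at EC100; 0% = vehicle plus submaximal agonist and 100% = vehicle plus saturating agonist; some results beyond the cut were filed as inactive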
NPY Y1 blocker = antagonists of human neuropeptide Y receptor Y1 | inhibition, % at 3.6 µM | hit rate 1% among 200,000 | HEK293-CNG Y1 cells, membrane potential fluorescence; NPY at EC95, then isoproterenol | P25929;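 active means inhibition above the campaign mean inhibition of all tested compounds plus 3 SD, cut at about 20% in these data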;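 further: 0% = DMSO wells given NPY plus isoproterenol and 100% = isoproterenol alone without NPY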
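Assay system: HEK293 Y1/CNG channel cell line; Doses: single compound dose of 3.6 µM, 0.4% DMSO; Timing: dye 3 h, compound 60 min room temperature, stimulation 45 min; Technique: Membrane-potential fluorescent dye readout; Measure: % inhibition of NPY effect.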
eIF4E-4G inh = inhibitors of eIF4E and eIF4G interaction in translation initiation | P63073+Q04637 | TR-FRET eIF4E-eIF4GI(517-606) binding, 2 h | inhibition, % at 21.7 µM | hit rate 0.37% among 220,000;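 active means inhibition above about 30%, limit read from the data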;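 further: 0% = full FRET control wells and 100% = background wells lacking eIF4GI fragment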
p97 inhibitor = inhibitors of human p97 ATPase | recombinant p97 ATPase, Kinase-Glo ATP luminescence, 3 h | inhibition, % at 8 µM | hit rate 0.42% among 220,000; in the data active means inhibition above about 15%;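 further: 0% = DMSO vehicle and 100% = wells lacking enzyme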
NPY-Y1 PAM-ag = potentiates or activates human NPY-Y1 receptor | P25929 | NPY-Y1 expressing cells, potentiator/agonist activation | activation, % at 3.6 µM | hit rate 0.37% among 220,000 | AID 1304; in the data active means activation above about 33%, passing the limit was not always enough;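 further: cells stimulated with NPY at EC10 then isoproterenol at EC100; 0% = low agonist plus stimulus and 100% = saturating agonist plus stimulus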
EP2 antag = EP2 receptor (human) inhibition. P43116. C6 glioma cells expressing human EP2, cAMP TR-FRET; cells stimulated with saturating PGE2. inhibition, % at 25 µM. hit rate 0.52% among 260,000. AID 1422;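 active means percent inhibition above 40 after rounding to a whole number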;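 further: rat C6 glioma host cells with rolipram phosphodiesterase inhibitor present; the protocol text gives 20 µM as final concentration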
Target sequence (P43116 whole entry, looked up): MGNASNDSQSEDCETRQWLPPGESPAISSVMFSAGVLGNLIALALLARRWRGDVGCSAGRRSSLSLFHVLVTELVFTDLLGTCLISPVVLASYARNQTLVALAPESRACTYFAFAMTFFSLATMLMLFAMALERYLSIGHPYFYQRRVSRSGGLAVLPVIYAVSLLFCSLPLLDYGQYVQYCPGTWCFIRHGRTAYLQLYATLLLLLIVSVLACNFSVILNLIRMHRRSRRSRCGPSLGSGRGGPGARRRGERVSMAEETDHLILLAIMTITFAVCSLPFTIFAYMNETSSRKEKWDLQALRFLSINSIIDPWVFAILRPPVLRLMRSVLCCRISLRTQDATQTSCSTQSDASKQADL
S1P4 agonist = human S1P4 receptor agonism; S1P4-expressing cell line, agonist reporter assay; activation, % at 4.98 µM; hit rate 0.35% among 220,000; in the data active means activation above about 11%;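 further: 0% = DMSO vehicle and 100% = reference agonist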
EP2 mod = modulates human prostaglandin E2 receptor EP2 signaling | induction, % at 25 µM | hit rate 0.83% among 260,000 | EP2-expressing cells, cAMP HTRF FRET, PGE2 co-stimulation | P43116;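 active means compounds whose cAMP rise, as percent of the full-agonist control response, exceeds 60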;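 further: rat C6 glioma line stably carrying human EP2 under a CMV promoter; the protocol text gives 20 µM as final concentration; 100% = response of wells given 1 µM PGE2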
* hit, by the source's call; nt = not tested or not shown; & = joins results of further samples; [ ] = remark or other dose. The list is partial. The share of hits here may be higher or lower than overall.

The opening eleven compounds, ahead of the listing:
Assay codes: A = S1P4 antag; B = NPY2 pot ag; C = NPY Y1 blocker; D = eIF4E-4G inh; E = p97 inhibitor; F = NPY-Y1 PAM-ag; G = EP2 antag; H = S1P4 agonist; I = EP2 mod
CC1CC(OCC(O)CN2CCN(Cc3ccccc3)CC2)CC(C)(C)C1 (configuration not stated)
  A = 4; B = -28; C = 5; D = -3; E = -2; F = -42; G = 18; H = 1.0; I = -1

CCC(NC(=O)NCc1ccccc1)(C(F)(F)F)C(F)(F)F
  A = -6; B = -10; C = 3; D = -1[fluorescence artefact?]; E = 5; F = -7; G = 4; H = 4.0; I = -1

C=CCn1c(=O)c2c(nc3n2CCS3)n(C)c1=O
  A = 13; B = -7; C = -3; D = 1[fluorescence artefact?]; E = -5; F = -6; G = 7; H = 1.6; I = 13

CN1CCN(S(=O)(=O)c2cccc(C(=O)NCc3ccccc3Cl)c2)CC1
  A = -9; B = 1; C = -1; D = 1; E = 3; F = 3; G = 5; H = -0.3; I = 20

Cc1ccc(NC(=O)c2cc(=O)c3ccccc3o2)cc1S(=O)(=O)N1CCOCC1
  A = 0; B = 10; C = nt; D = 1; E = 2; F = 26; G = 6; H = 0.1; I = -24

CCc1cc(-c2n[nH]c(=S)n2Cc2ccccc2)cs1
  A = -15; B = -8; C = 4; D = -9; E = -3; F = -5; G = nt; H = 0.6; I = 44

CCCNC(=O)NC(=O)COc1ccc(-c2ccc(C#N)cc2)cc1
  A = -18; B = 2; C = 1; D = -2; E = 6; F = 7; G = 2; H = -0.1; I = 9

Cc1ccc(NC(=O)COC(=O)CCc2nc3ccccc3n2-c2ccccc2)c(C)c1
  A = -16; B = 1; C = 2; D = -1; E = 1; F = 1; G = 7; H = 1.6; I = 44

FC(F)(F)c1nnc(-c2ccccc2)nc1Sc1ccc(Cl)cc1
  A = -24; B = 6; C = -1; D = -1; E = -1; F = 4; G = 7; H = 0.9; I = 42

O=C(Cc1ccccc1)NNc1ccc2ccccc2c1
  A = -1; B = 10; C = 0; D = -1; E = 7; F = 8; G = 6; H = -1.1; I = 27

CN(CC1CCOCC1)C(=O)CC1C(=O)NCCN1Cc1ccc(-c2ccccc2)cc1 (configuration not stated)
  A = 8; B = -6; C = 1; D = 3; E = -2; F = 16; G = 7; H = 0.2; I = -13

Results, previewed entries included:
Assay codes: A = S1P4 antag; B = NPY2 pot ag; C = NPY Y1 blocker; D = eIF4E-4G inh; E = p97 inhibitor; F = NPY-Y1 PAM-ag; G = EP2 antag; H = S1P4 agonist; I = EP2 mod
CC1CC(OCC(O)CN2CCN(Cc3ccccc3)CC2)CC(C)(C)C1 (configuration not stated)
  A = 4; B = -28; C = 5; D = -3; E = -2; F = -42; G = 18; H = 1.0; I = -1

CCC(NC(=O)NCc1ccccc1)(C(F)(F)F)C(F)(F)F
  A = -6; B = -10; C = 3; D = -1[fluorescence artefact?]; E = 5; F = -7; G = 4; H = 4.0; I = -1

C=CCn1c(=O)c2c(nc3n2CCS3)n(C)c1=O
  A = 13; B = -7; C = -3; D = 1[fluorescence artefact?]; E = -5; F = -6; G = 7; H = 1.6; I = 13

CN1CCN(S(=O)(=O)c2cccc(C(=O)NCc3ccccc3Cl)c2)CC1
  A = -9; B = 1; C = -1; D = 1; E = 3; F = 3; G = 5; H = -0.3; I = 20

Cc1ccc(NC(=O)c2cc(=O)c3ccccc3o2)cc1S(=O)(=O)N1CCOCC1
  A = 0; B = 10; C = nt; D = 1; E = 2; F = 26; G = 6; H = 0.1; I = -24

CCc1cc(-c2n[nH]c(=S)n2Cc2ccccc2)cs1
  A = -15; B = -8; C = 4; D = -9; E = -3; F = -5; G = nt; H = 0.6; I = 44

CCCNC(=O)NC(=O)COc1ccc(-c2ccc(C#N)cc2)cc1
  A = -18; B = 2; C = 1; D = -2; E = 6; F = 7; G = 2; H = -0.1; I = 9

Cc1ccc(NC(=O)COC(=O)CCc2nc3ccccc3n2-c2ccccc2)c(C)c1
  A = -16; B = 1; C = 2; D = -1; E = 1; F = 1; G = 7; H = 1.6; I = 44

FC(F)(F)c1nnc(-c2ccccc2)nc1Sc1ccc(Cl)cc1
  A = -24; B = 6; C = -1; D = -1; E = -1; F = 4; G = 7; H = 0.9; I = 42

O=C(Cc1ccccc1)NNc1ccc2ccccc2c1
  A = -1; B = 10; C = 0; D = -1; E = 7; F = 8; G = 6; H = -1.1; I = 27

CN(CC1CCOCC1)C(=O)CC1C(=O)NCCN1Cc1ccc(-c2ccccc2)cc1 (configuration not stated)
  A = 8; B = -6; C = 1; D = 3; E = -2; F = 16; G = 7; H = 0.2; I = -13

CCc1cc(Br)ccc1N1C(=O)C2CC=CCC2C1=O (configuration not stated)
  A = -23; B = 2; C = -4; D = -2; E = 1; F = 3; G = 10; H = 0.0; I = 29

CCCn1c(=O)c2ccccc2n2c(SCc3cc(=O)n4ccsc4n3)nnc12
  A = -2; B = -1; C = 21*; D = nt; E = 2; F = 1; G = nt; H = 0.3; I = nt

Cc1ccc(S(=O)(=O)c2c(N)n(CC3CCOC3)c3nc4ccccc4nc23)cc1 (configuration not stated)
  A = 5; B = 13; C = -2; D = 6; E = 1; F = -4; G = 8; H = -0.2; I = 15

COc1ccc(-n2cc(-c3ccccc3)c3c(NN4CCOCC4)ncnc32)cc1
  A = 6; B = 4; C = 12; D = 0; E = 4; F = -19; G = 4; H = 0.8; I = -27

COc1cc(/C=C/C(=O)OCC(=O)Nc2ccc(S(=O)(=O)N3CCCC3)cc2)ccc1O
  A = -6; B = 2; C = 16; D = 27; E = 3; F = -31; G = 8; H = 0.3; I = 15

CCS(=O)(=O)N1CCN(c2ccccc2F)CC1
  A = 8; B = 7; C = -3; D = 4[fluorescence artefact?]; E = -3; F = 0; G = 11; H = -0.3; I = 8

C/C(=N/NC(=O)c1ccc(C)s1)c1cccc(NC(=O)COc2ccc(Cl)cc2C)c1
  A = -22; B = 9; C = 3; D = -14; E = 2; F = 4; G = 9; H = 1.4; I = 10

CSCC[C@H](NC(=O)C1CCN(S(=O)(=O)c2ccc(C)cc2)CC1)C(=O)NCC1CCCO1 (some centres not stated)
  A = -11; B = 8; C = 9; D = -1; E = 0; F = 13; G = 7; H = -0.2; I = 6

CCC1CCCCN1CCCNC(=O)CCCOc1cc(=O)n(C)c2ccccc12 (configuration not stated)
  A = 3; B = 5; C = 1; D = -1; E = 0; F = -16; G = 4; H = -0.7; I = 8

c1ccc2c(Oc3ccc4c(c3)OCO4)nncc2c1
  A = 0; B = 18; C = -9; D = 13; E = -2; F = 15; G = 14; H = 3.0; I = 8

COC(=O)CSc1nnc(CNC(=O)c2ccc(S(=O)(=O)N(C)C)cc2)n1C
  A = -3; B = 11; C = -6; D = 0; E = 2; F = 10; G = 6; H = 0.4; I = 16

CCOCCCn1c(=N)c(C(=O)Nc2cc(C)on2)cc2c(=O)n3ccccc3nc21
  A = 1; B = 9; C = -2; D = nt; E = 2; F = 7; G = nt; H = -3.2; I = nt

COc1ccc(NC(=O)CSc2n[nH]c(-c3ccco3)n2)cc1
  A = -3; B = -7; C = 4; D = -2; E = 1; F = -11; G = 13&9; H = 0.8; I = -6&7

O=C(c1ccc(N2CCN(S(=O)(=O)c3ccccc3)CC2)c([N+](=O)[O-])c1)N1CCOCC1
  A = -18; B = 6; C = -2; D = 10; E = 9; F = 6; G = 5; H = 1.2; I = -1

COc1ccc(Nc2nc(-c3ccc(OC)cc3)c(CCC(=O)O)s2)cc1
  A = -3; B = -7; C = nt; D = -3; E = 9; F = 22; G = 10; H = 1.0; I = 7

Cc1cccc(C)c1NC(=O)C(C)N1CCCCC1 (configuration not stated)
  A = 0; B = -2; C = nt; D = 1; E = 8; F = 6; G = 7; H = -0.7; I = 1

CC1SC(c2cccc(Cl)c2)NC1=O (configuration not stated)
  A = -15; B = -11; C = -1; D = 3[fluorescence artefact?]; E = -2; F = -11; G = 7; H = 0.3; I = 8

O=C(CCS(=O)NCc1ccccc1)NCc1ccccc1 (configuration not stated)
  A = -14; B = 8; C = 1; D = 2; E = -5; F = -6; G = 22; H = -0.3; I = -1

N=C1S/C(=C\c2ccccc2F)C(=O)N1c1ccc(F)cc1
  A = -16; B = 2; C = 1; D = 2; E = 4; F = -11; G = 4; H = 4.3; I = -11

Cc1ccc(/C=N\NC(=O)c2csnn2)cc1
  A = -12; B = -9; C = 3; D = -4[fluorescence artefact?]; E = -3; F = 14; G = 12; H = -0.1; I = 5

O=C(Nc1ccc(Br)c2cccnc12)c1ccc(Cn2cc([N+](=O)[O-])cn2)o1
  A = -20; B = -4; C = -2; D = -2; E = -4; F = -1; G = 10; H = 1.0; I = 44

O/N=C/c1ccccc1Oc1ccc(Cl)cc1
  A = 14; B = -12; C = 0; D = 4; E = 2; F = -3; G = 6; H = 1.8; I = 38

Cc1ccc(C)c(NCCC#N)c1
  A = -18; B = 4; C = -1; D = -2[fluorescence artefact?]; E = 0; F = -3; G = 8; H = 1.7; I = 8

O=C(CSc1nnc(-c2ccco2)o1)c1ccccc1
  A = 15; B = 14; C = 3; D = -4; E = 1; F = 4; G = 10; H = -1.3; I = 11

CCN(CC)C(=O)c1sc2c(c1C)c(=O)n(-c1ccc(OC)cc1OC)c(=O)n2CC(=O)c1ccccc1
  A = -11; B = -8; C = 0; D = 1; E = -5; F = -16; G = 2; H = -0.5; I = 0

COc1ccc(C(=O)N/C(=C\c2cccc3ccccc23)C(=O)N2CCN(C)CC2)cc1OC
  A = -10; B = -6; C = 1; D = 0; E = -2; F = -26; G = 15; H = -0.5; I = 7

COC(=O)c1ccccc1NC(=O)c1cc2sccc2n1C
  A = -10; B = -1; C = 1; D = -1; E = 3; F = -3; G = 9; H = 0.5; I = 38

Cc1ccc([N+](=O)[O-])cc1N1C(=O)CS/C1=N\NC(=O)c1cccnc1
  A = -19; B = -6; C = 7; D = -1; E = 0; F = -1; G = 8; H = -0.8; I = 5

Cc1csc(C(C#N)C(=O)c2ccncc2)n1 (configuration not stated)
  A = -15; B = 11; C = 1; D = 7; E = 0; F = -11; G = nt; H = 0.8; I = 21

CC1CCCC(NC(=O)c2n[nH]c(=O)c3ccccc23)C1C (configuration not stated)
  A = -2; B = -13; C = 13; D = -8; E = 1; F = 3; G = 11; H = -0.7; I = 32

CCC(=O)N1CCN(c2ccc(Cl)cc2NC(=O)Cc2ccccc2)CC1
  A = -7; B = 10; C = 19; D = 2[fluorescence artefact?]; E = -1; F = -10; G = 13; H = -1.0; I = 21

O=C(COC(=O)/C=C/c1ccc(S(=O)(=O)N2CCOCC2)cc1)NC1CCCCCCC1
  A = 0; B = -10; C = 0; D = 6; E = 1; F = 17; G = 5; H = 1.5; I = -13

N/C(=N\OC(=O)c1ccccc1Cl)c1ccncc1
  A = -1; B = 3; C = -2; D = 4; E = 5; F = -20; G = 5; H = -1.2; I = -15

Cc1ccc(S(=O)(=O)NCCCN2CCOCC2)c(C)c1
  A = -9; B = -10; C = 2; D = 3; E = 0; F = -5; G = -2; H = 0.8; I = 24

O=C(Nc1ccccn1)c1ccc(Br)c(S(=O)(=O)N2CCCCC2)c1
  A = -16; B = 2; C = 0; D = 15; E = 0; F = 4; G = 4; H = -1.1; I = -22

COc1ccc(S(=O)(=O)NNC(=O)C2Cc3c(ccc4ccccc34)O2)cc1 (configuration not stated)
  A = -13; B = 4; C = -1; D = -4; E = -1; F = 38; G = 11; H = 0.6; I = -11

Cc1ccc(C)c(NC(=O)CSc2ccc(-c3ccco3)nn2)c1
  A = -26; B = -4; C = 5; D = -1; E = 1; F = -15; G = 6; H = -1.3; I = 6

Cc1ccc(NC(=O)CCCCCCCCCCC2COCCO2)c(C)c1 (configuration not stated)
  A = -13; B = 5; C = -3; D = 26; E = -2; F = 6; G = -1; H = -1.2; I = -37

Assay outcomes as filed in PubChem.
